Bioassay records (PubChem)
UPR XBP1 act: adaptive UPR (XBP1) activation; CHO-XBP1 luciferase reporter, IRE1-XBP1 UPR activation, luminescence; percent of tunicamycin response, DMSO as zero; activation, % at 20 µM; hit rate 0.33% among 330,000; AID 463104;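 active means versus positive control, 20 µM dose yields 30% or more activation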;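 further: 100% = tunicamycin at 10 µg/mL and 0% = DMSO only wells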
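incubation = overnight seeding at 37 °C, 6 h compound treatment at 37 °C | assay system = CHO-XBP1 cells stably carrying IRE1-XBP1-driven luciferase reporter | input = 1000 cells per well | detection = luciferase luminescence | dosing = single point, 20 µM final compound, 1% DMSO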
CHOP UPR activ: apoptotic UPR (CHOP) activation. CHO-CHOP luciferase reporter, luminescence; percent of tunicamycin response over DMSO baseline. activation, % at 10 µM. hit rate 0.34% among 330,000. AID 449763;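 active means at 10 µM dose, activation of 40% or more, normalized to positive control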;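 further: 100% = tunicamycin at 10 µg/mL and 0% = DMSO alone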
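Evaluation: % reporter activation, DMSO baseline versus tunicamycin full activation; System: CHO-CHOP luciferase reporter cell line; Input: 500 cells/well; Incubation: 6 h compound treatment, 37 °C; Measured by: Steady-Glo luciferase luminescence; Dosing: one dose, 10 µM in 0.5% DMSO; Buffer or medium: F12 medium, 10% FBS; Benchmarks: positive tunicamycin 10 µg/mL, negative DMSO alone.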
Jurkat NFkB inh: inhibitors of the PMA/ionomycin-induced NF-kB reporter in Jurkat cells. PMA/ionomycin-induced NF-kB luciferase reporter, luminescence. inhibition, % at 4 µM. hit rate 0.53% among 330,000. AID 435003; in the data active means inhibition above about 50%
APJ agonist: APJ receptor agonism; P35414; AID 2520; activation, % at 20 µM; CHO-K1 APJ PathHunter beta-arrestin, luminescence; 0% DMSO wells, 100% apelin; hit rate 0.11% among 330,000;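 active means activation more than six SD over the plate average, tested at 20 µM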;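 further: 0% = DMSO alone and 100% = apelin-13 at 10 nM; some results filed as inactive read as strong as hits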
Target sequence (P35414 whole entry, looked up): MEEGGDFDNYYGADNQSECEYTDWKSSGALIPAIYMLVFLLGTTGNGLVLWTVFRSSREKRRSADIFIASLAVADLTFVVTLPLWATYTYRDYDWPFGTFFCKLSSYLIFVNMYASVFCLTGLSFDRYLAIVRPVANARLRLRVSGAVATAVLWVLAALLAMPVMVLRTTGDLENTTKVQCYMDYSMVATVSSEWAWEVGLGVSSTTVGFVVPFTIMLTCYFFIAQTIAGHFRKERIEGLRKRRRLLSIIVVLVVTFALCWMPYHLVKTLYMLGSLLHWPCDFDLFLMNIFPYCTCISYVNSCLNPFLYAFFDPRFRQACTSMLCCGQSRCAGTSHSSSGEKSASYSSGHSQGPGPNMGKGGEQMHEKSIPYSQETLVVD
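system = engineered CHO-K1 APJ arrestin reporter cells | input = 1000 cells per well | timing = overnight seeding, 90 min compound at 25 °C, 1 h detection | measured by = enzyme-fragment complementation luminescence | read-out = beta-arrestin recruitment to APJ as agonist activity, luminescent signal | control set = negative DMSO alone, positive Apelin-13 at 10 nM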
tim23-1 inh: tim23-1 yeast growth inhibition; inhibition, % at 20 µM; S. cerevisiae tim23-1 growth, BacTiter-Glo luminescence, 24 h; hit rate 1.3% among 330,000;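 active means growth inhibition of the mutant yeast at or above 50%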;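 further: temperature-sensitive mutant grown at 25 °C; plate controls were DMSO-treated mutant yeast for no effect and medium wells lacking yeast for full effect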
Mdm2 MdmX PPI: disrupts the human Mdm2-MdmX interaction | O15151+Q00987 | SaOS-2 split-luciferase Mdm2/MdmX complementation, luminescence | inhibition, % at 8 µM | hit rate 3% among 330,000 | AID 485346;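 active means inhibition of at least 50% at 8 µM in the primary screen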
697 NFkB inh: inhibitors of the PMA/ionomycin-induced NF-kB reporter in 697 B cells | 697 B-cell NF-kB luciferase reporter, 16 h | inhibition, % at 4 µM | hit rate 0.33% among 330,000; in the data active means inhibition above about 35%
APJ antag: blocks the human apelin receptor APJ; inhibition, % at 20 µM; CHO-K1 APJ beta-arrestin complementation, luminescence; P35414; hit rate 0.32% among 330,000; AID 2521;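 active means inhibition above about 40% at 20 µM, limit read from the data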;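 further: cells challenged with 10 nM apelin-13 agonist together with compound; plate controls were apelin-13 plus DMSO wells for no effect and DMSO wells lacking apelin-13 for full effect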
Numbers without * were called inactive. The order is random; overall some 5% were active at least once.

For C=CCNC(=O)c1onc(CSc2ccccc2)c1C(=O)O the results were UPR XBP1 act -1, CHOP UPR activ -1.8, Jurkat NFkB inh 2, APJ agonist 7, tim23-1 inh -16, Mdm2 MdmX PPI -18, 697 NFkB inh 5 and APJ antag 5.
For COc1cc(C(=O)Nc2ccc3c(c2)N(C(=O)CCN(C)C)c2ccccc2CC3)cc(OC)c1OC the results were UPR XBP1 act -2, CHOP UPR activ -2.4, Jurkat NFkB inh 3, APJ agonist -1, tim23-1 inh 3, Mdm2 MdmX PPI 61*, 697 NFkB inh 30 and APJ antag 5.
Screening CC(=O)N1c2ccc(S(=O)(=O)N3CCCC(C(=O)N4CCC(C)CC4)C3)cc2CC1C (configuration not stated) returned UPR XBP1 act -4, CHOP UPR activ -0.4, Jurkat NFkB inh -6, APJ agonist -1, tim23-1 inh 22, Mdm2 MdmX PPI -1, 697 NFkB inh -14 and APJ antag -2.
Screening CCn1ccc(C(=O)Nc2ccsc2C(=O)OC)n1 returned UPR XBP1 act 0, CHOP UPR activ 5.0, Jurkat NFkB inh 6, APJ agonist -4, tim23-1 inh 12, Mdm2 MdmX PPI 19, 697 NFkB inh -6 and APJ antag 7.
For CC(=O)c1cnc(Nc2cccc(Cl)c2Cl)s1 the results were UPR XBP1 act 5, CHOP UPR activ 6.7, Jurkat NFkB inh -44, APJ agonist -4, tim23-1 inh 22, Mdm2 MdmX PPI -5, 697 NFkB inh -34 and APJ antag 13.
Screening C/C(=N\Nc1nc(N)cc(Cl)n1)c1cccc([N+](=O)[O-])c1 returned UPR XBP1 act 1, CHOP UPR activ 2.6, Jurkat NFkB inh -19, APJ agonist -3, tim23-1 inh -13, Mdm2 MdmX PPI -54, 697 NFkB inh 12 and APJ antag -5.
`COc1ccc([N+](=O)[O-])cc1NC(=O)C(C)OC(=O)CN1C(=O)C2CC=CCC2C1=O` (configuration not stated) gave UPR XBP1 act 0, CHOP UPR activ -0.9, Jurkat NFkB inh 3, APJ agonist -7, tim23-1 inh -3, Mdm2 MdmX PPI 6, 697 NFkB inh 8 and APJ antag 1.
O=C(CCc1ccccc1)NCCSc1ccccc1 was read as UPR XBP1 act 1, CHOP UPR activ 5.0, Jurkat NFkB inh -23, APJ agonist -2, tim23-1 inh 6, Mdm2 MdmX PPI -27, 697 NFkB inh -9 and APJ antag -36.
For O=C(COC(=O)c1cc(S(=O)(=O)N2CCOCC2)ccc1F)Nc1cc([N+](=O)[O-])ccc1F the results were UPR XBP1 act -4, CHOP UPR activ 2.3, Jurkat NFkB inh 7, APJ agonist 4, tim23-1 inh 4, Mdm2 MdmX PPI 20, 697 NFkB inh -4 and APJ antag 10.
`C=C[C@]1(C)C=C2CCC3[C@](C)(CCC[C@@]3(C)C(=O)O)C2CC1` (some centres not stated) gave UPR XBP1 act -2, CHOP UPR activ 0.5, Jurkat NFkB inh 3, APJ agonist -3, tim23-1 inh 48, Mdm2 MdmX PPI 2, 697 NFkB inh 10 and APJ antag 8.
Screening Cc1nnc(SCC2=C(C(=O)O)N3C(=O)C(NC(=O)Cn4nc(C)c(Cl)c4C)C3SC2)s1 (configuration not stated) returned UPR XBP1 act 1, CHOP UPR activ 2.0, Jurkat NFkB inh 2, APJ agonist -2, tim23-1 inh 8, Mdm2 MdmX PPI 2, 697 NFkB inh 3 and APJ antag 8.
For COc1ccc(S(=O)(=O)N(C)c2ccc(C(=O)Nc3ccccc3C(=O)N3CCOCC3)cc2)cc1OC the results were UPR XBP1 act -4, CHOP UPR activ 2.0, Jurkat NFkB inh -13, APJ agonist -1, tim23-1 inh 7, Mdm2 MdmX PPI 23, 697 NFkB inh 2 and APJ antag 6.
CC(=O)N1c2c(cc(Br)cc2S(=O)(=O)N2CCOCC2)CC1C (configuration not stated) was read as UPR XBP1 act 1, CHOP UPR activ 1.2, Jurkat NFkB inh 1, APJ agonist -5, tim23-1 inh -1, Mdm2 MdmX PPI 25, 697 NFkB inh 10 and APJ antag 6.
`Cc1ccc(NC(=O)CC(=O)NCCN2CCOCC2)cc1` gave UPR XBP1 act 2, CHOP UPR activ -1.3, Jurkat NFkB inh -12, APJ agonist 1, tim23-1 inh -1, Mdm2 MdmX PPI 17, 697 NFkB inh -17 and APJ antag -15.
Cc1cccc(NC(=O)CSc2nc3[nH]ncc3c(=O)[nH]2)c1C was read as UPR XBP1 act -2, CHOP UPR activ -1.6, Jurkat NFkB inh 1, APJ agonist -2, tim23-1 inh 10, Mdm2 MdmX PPI 12, 697 NFkB inh 10 and APJ antag 15.
CN(c1ccccc1)S(=O)(=O)c1cccc(NS(=O)(=O)c2ccc(/C=C/C(=O)O)cc2)c1 was read as UPR XBP1 act -3, CHOP UPR activ -1.4, Jurkat NFkB inh 4, APJ agonist 0, tim23-1 inh 5, Mdm2 MdmX PPI -15, 697 NFkB inh 3 and APJ antag 5.
For Cc1ccc(C)c(NC(=O)CN(C)C(=O)[C@@H](NC(N)=O)C(C)C)c1 the results were UPR XBP1 act -3, CHOP UPR activ -2.1, Jurkat NFkB inh -5, APJ agonist -1, tim23-1 inh -2, Mdm2 MdmX PPI 14, 697 NFkB inh -4 and APJ antag -6.
For Cc1ccc(C(C(=O)NCC2CCCO2)N(C(=O)c2snc(C(N)=O)c2N)c2ccc(C(C)C)cc2)o1 (configuration not stated) the results were UPR XBP1 act -3, CHOP UPR activ 0.2, Jurkat NFkB inh 10, APJ agonist -2, tim23-1 inh 32, Mdm2 MdmX PPI -3, 697 NFkB inh 10 and APJ antag -7.
`O=C(NC(Cc1ccccc1)C(=O)O)/C(=C\c1ccccc1)NC(=O)c1ccc(Br)o1` (configuration not stated) gave UPR XBP1 act -2, CHOP UPR activ -0.3, Jurkat NFkB inh -17, APJ agonist 6, tim23-1 inh -18, Mdm2 MdmX PPI 24, 697 NFkB inh -16 and APJ antag -55.
NNC(=O)Cn1c2ccccc2c2ccccc21 was read as UPR XBP1 act -4, CHOP UPR activ 0.3, Jurkat NFkB inh -26, APJ agonist -1, tim23-1 inh 20, Mdm2 MdmX PPI 13, 697 NFkB inh 27 and APJ antag 14.
Screening O=C(O)c1ccc(N/N=C/c2cc(Br)cs2)cc1 returned UPR XBP1 act -8, CHOP UPR activ -5.3, Jurkat NFkB inh -7, APJ agonist -2, tim23-1 inh 17, Mdm2 MdmX PPI -89, 697 NFkB inh -143 and APJ antag -12.
For Cc1cc(O)c(NC(=O)c2cccc([N+](=O)[O-])c2)cc1C the results were UPR XBP1 act 1, CHOP UPR activ 7.2, Jurkat NFkB inh -40, APJ agonist 3, tim23-1 inh -1, Mdm2 MdmX PPI 2, 697 NFkB inh -15 and APJ antag -11.
`COc1cccc(-c2nnc3sc(-c4cccs4)nn23)c1` gave UPR XBP1 act 3, CHOP UPR activ 3.9, Jurkat NFkB inh -54, APJ agonist -7, tim23-1 inh -12, Mdm2 MdmX PPI 17, 697 NFkB inh -110 and APJ antag -2.
O=C(CCC(=O)N1CCOc2ccccc21)Nc1ccccc1Br was read as UPR XBP1 act 1, CHOP UPR activ -0.8, Jurkat NFkB inh 1, APJ agonist 10, tim23-1 inh 8, Mdm2 MdmX PPI 14, 697 NFkB inh -11 and APJ antag -1.
For S=c1[nH]nc(-c2ccco2)n1/N=C/c1c(Cl)cccc1Cl the results were UPR XBP1 act 1, CHOP UPR activ 1.4, Jurkat NFkB inh 2, APJ agonist -4, tim23-1 inh 9, Mdm2 MdmX PPI -24, 697 NFkB inh 4 and APJ antag -13.
For CCOC(=O)N1CCN(C(=O)C2CCN(S(=O)(=O)c3ccc(Cl)cc3)CC2)CC1 the results were UPR XBP1 act -3, CHOP UPR activ -0.7, Jurkat NFkB inh 5, APJ agonist 1, tim23-1 inh 16, Mdm2 MdmX PPI -8, 697 NFkB inh 2 and APJ antag -10.
For CN1C(=O)Cc2cc(S(=O)(=O)NCc3cccs3)ccc21 the results were UPR XBP1 act -1, CHOP UPR activ 0.2, Jurkat NFkB inh 8, APJ agonist 0, tim23-1 inh 18, Mdm2 MdmX PPI -40, 697 NFkB inh 14 and APJ antag 7.
Screening CCc1nnc(SCc2ccc(OC)c(Br)c2)n1N returned UPR XBP1 act 2, CHOP UPR activ 1.1, Jurkat NFkB inh -5, APJ agonist -3, tim23-1 inh -6, Mdm2 MdmX PPI 22, 697 NFkB inh 5 and APJ antag 19.
Screening CCC1Oc2ccc(C)cc2N(CC(=O)NCc2cccc(OC)c2)C1=O (configuration not stated) returned UPR XBP1 act 1, CHOP UPR activ -1.5, Jurkat NFkB inh -5, APJ agonist -3, tim23-1 inh 6, Mdm2 MdmX PPI 13, 697 NFkB inh 3 and APJ antag -9.
`Cc1ccc(C(=O)NC(Cc2c[nH]c3ccccc23)C(=O)O)o1` (configuration not stated) gave UPR XBP1 act -3, CHOP UPR activ -1.5, Jurkat NFkB inh 1, APJ agonist 1, tim23-1 inh -3, Mdm2 MdmX PPI 7, 697 NFkB inh -18 and APJ antag 3.
For N#CC1(C#N)C(C(N)=O)C1c1ccccc1 (configuration not stated) the results were UPR XBP1 act 0, CHOP UPR activ -2.3, Jurkat NFkB inh 11, APJ agonist -3, tim23-1 inh 4, Mdm2 MdmX PPI 16, 697 NFkB inh 17 and APJ antag -4.
`CC#CC(=O)NCC1(N(C)Cc2ccccc2)Cc2ccccc2C1` gave UPR XBP1 act -3, CHOP UPR activ -1.1, Jurkat NFkB inh -16, APJ agonist -3, tim23-1 inh 22, Mdm2 MdmX PPI -2, 697 NFkB inh -52 and APJ antag 6.

Compounds shown so far that contain an aryl thioether with sulfur outside any ring (5):
For C=CCNC(=O)c1onc(CSc2ccccc2)c1C(=O)O the results were UPR XBP1 act -1, CHOP UPR activ -1.8, Jurkat NFkB inh 2, APJ agonist 7, tim23-1 inh -16, Mdm2 MdmX PPI -18, 697 NFkB inh 5 and APJ antag 5.
O=C(CCc1ccccc1)NCCSc1ccccc1 was read as UPR XBP1 act 1, CHOP UPR activ 5.0, Jurkat NFkB inh -23, APJ agonist -2, tim23-1 inh 6, Mdm2 MdmX PPI -27, 697 NFkB inh -9 and APJ antag -36.
Screening Cc1nnc(SCC2=C(C(=O)O)N3C(=O)C(NC(=O)Cn4nc(C)c(Cl)c4C)C3SC2)s1 (configuration not stated) returned UPR XBP1 act 1, CHOP UPR activ 2.0, Jurkat NFkB inh 2, APJ agonist -2, tim23-1 inh 8, Mdm2 MdmX PPI 2, 697 NFkB inh 3 and APJ antag 8.
Cc1cccc(NC(=O)CSc2nc3[nH]ncc3c(=O)[nH]2)c1C was read as UPR XBP1 act -2, CHOP UPR activ -1.6, Jurkat NFkB inh 1, APJ agonist -2, tim23-1 inh 10, Mdm2 MdmX PPI 12, 697 NFkB inh 10 and APJ antag 15.
Screening CCc1nnc(SCc2ccc(OC)c(Br)c2)n1N returned UPR XBP1 act 2, CHOP UPR activ 1.1, Jurkat NFkB inh -5, APJ agonist -3, tim23-1 inh -6, Mdm2 MdmX PPI 22, 697 NFkB inh 5 and APJ antag 19.
